IMPase Li inh: cell-permeable IMPase inhibitors with lithium potentiation. CHO-M1 cells, IP1 TR-FRET (IP-One), carbachol + lithium. Potency, µM (doses to about 59.4 µM), inactives show top-dose activity, negative = IMPase inhibition, most hits filed as inhibitors. actives 0.35% (n = 210,000). AID 1457;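 also: IP1 builds up when IMPase is blocked and the TR-FRET signal falls; potency is read from the fitted curve at half-maximal effect; plate controls were basal vehicle for no effect and high inhibitor control for full effect; nearly all actives have a fitted effect of over 50% in size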
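CHO cells stably expressing M1 receptor (2000/well, cultured 16–30 h) treated 30 min at 37C with compound plus low lithium. Cytosolic IP1 by TR-FRET (665/620 ratio and 620 channel) after 10 min lysis; AC50 by Hill fit.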
Epigenetic derep: regulators of epigenetic silencing causing reporter derepression in mouse cells. murine LDR cells, GFP reporter derepression, 30 h. Potency, µM (doses to about 53.9 µM), without a hit: at the highest dose GFP activation, hits mostly activators. actives 0.2% (n = 280,000). AID 1865; also: potency is read from the fitted curve at half-maximal effect; % of control where 0% means no effect; nearly all actives have a fitted effect of over 60% in size
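Reporter derepression read as number of fluorescent GFP-positive objects, 20-120 um in size, counted by laser-scanning cytometer. Mouse LDR line with an epigenetically silenced CMV-GFP locus; compound incubation 30 h, 37 C.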
CBFb-RUNX1 inh: CBF-beta/RUNX1 interaction disruption; Q01196+Q13951; AlphaScreen CBFb-His/RUNX1-biotin binding, biochemical; Potency, µM (titrated, usually from 59.8 µM), without a hit: at the top dose activity, negative = inhibition, hits mostly inhibitors; 230,000 tested, under 10 active; AID 1477; also: % of control where 0% means no effect
Target sequence (Q01196 whole entry, looked up): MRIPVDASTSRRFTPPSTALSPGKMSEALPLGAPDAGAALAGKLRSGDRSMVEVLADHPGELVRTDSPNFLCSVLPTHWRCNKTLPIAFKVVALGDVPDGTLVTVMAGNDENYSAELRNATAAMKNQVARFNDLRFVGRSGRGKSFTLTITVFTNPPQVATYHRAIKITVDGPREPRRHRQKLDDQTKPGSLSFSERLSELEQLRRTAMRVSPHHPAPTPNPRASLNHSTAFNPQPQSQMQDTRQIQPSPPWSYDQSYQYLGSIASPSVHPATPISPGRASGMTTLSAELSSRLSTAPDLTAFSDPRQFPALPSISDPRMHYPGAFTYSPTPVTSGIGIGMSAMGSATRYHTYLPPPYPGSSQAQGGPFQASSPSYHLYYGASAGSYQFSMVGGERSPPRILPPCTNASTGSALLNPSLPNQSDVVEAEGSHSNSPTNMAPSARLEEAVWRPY
Target sequence (Q13951 whole entry, looked up): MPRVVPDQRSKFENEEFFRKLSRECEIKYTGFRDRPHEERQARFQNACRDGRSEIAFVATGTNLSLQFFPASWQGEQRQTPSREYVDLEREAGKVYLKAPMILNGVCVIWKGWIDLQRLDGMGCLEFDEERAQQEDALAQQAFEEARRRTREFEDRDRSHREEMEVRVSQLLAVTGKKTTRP
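Read-out: AlphaScreen. Format: His-CBF-beta with biotinylated RUNX1 (30 nM each) preincubated 20 min, compound 15 min, Ni-chelate plus streptavidin beads 90 min; room temperature throughout.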
KinaseGlo FLuc: blocks Kinase-Glo luciferase, a counter-screen artifact. Kinase-Glo luciferase, ATP luminescence, 8 min. actives 0.28% (n = 200,000). Potency, µM (highest dose often 38.3 µM), without a hit: top-dose activity change, negative = inhibition, actives largely listed as inhibitors. Q27757; also: potency is read from the fitted curve at half-maximal effect; % is scaled to controls: 0 for no effect and ±100 for the full control effect; nearly all actives have a fitted effect of over 60% in size
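Recombinant Kinase-Glo luciferase, 10 uM ATP (linear range), luciferin; imidazole pH 7.2 / KCl / MgCl2 / Tween / BSA buffer; 8 min RT; luminescence.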
GLA spleen mod: inhibits or activates alpha-galactosidase in human spleen homogenate; P06280; human spleen homogenate, 4MU-alpha-Gal fluorescence, 40 min; Potency, µM (highest dose often 80 µM), for the others: at the highest dose activity change, negative = inhibition, hits mostly inhibitors; actives 0.008% (n = 240,000);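 also: potency is read from the fitted curve at half-maximal effect; 0% = enzyme with vehicle and -100% = no enzyme basal signal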
Target sequence (P06280 32-429 limits assumed): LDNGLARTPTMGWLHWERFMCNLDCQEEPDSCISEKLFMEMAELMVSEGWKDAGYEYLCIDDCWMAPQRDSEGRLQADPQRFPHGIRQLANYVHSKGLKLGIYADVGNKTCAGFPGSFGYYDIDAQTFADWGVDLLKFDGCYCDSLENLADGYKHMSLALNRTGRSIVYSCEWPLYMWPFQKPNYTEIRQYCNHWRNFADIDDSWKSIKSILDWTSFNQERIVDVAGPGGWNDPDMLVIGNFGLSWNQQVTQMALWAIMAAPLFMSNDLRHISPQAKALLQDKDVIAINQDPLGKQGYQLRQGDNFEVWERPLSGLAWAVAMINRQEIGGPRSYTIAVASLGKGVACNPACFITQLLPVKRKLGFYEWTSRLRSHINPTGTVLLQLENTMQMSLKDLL
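Inhibition or activation of alpha-galactosidase in human spleen homogenate is scored by 4-MU fluorescence after 40 min at 37C, pH 5.0, with 1 mM substrate. AC50s come from concentration-response fitted to the Hill equation.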
NPSR antagonist: neuropeptide S receptor (human) antagonism, cAMP | CHO-NPSR cells, cAMP TR-FRET, antagonist mode | Potency, µM (doses to about 38.3 µM), for the others: at the top dose activity change, negative = inhibition, hits mostly inhibitors | actives 1% (n = 220,000) | AID 1461; also: potency is read from the fitted curve at half-maximal effect; % is scaled to controls: 0 for no effect and ±100 for the full control effect; nearly all actives have a fitted effect of over 50% in size; many of its hits are not listed in these tables
Lamin A splicing: changes lamin A minigene splicing in HeLa cells | actives 0.01% (n = 200,000) | HeLa LMNA splicing GFP/RFP minigene ratio, 48 h | Potency, µM (top dose mostly 46.1 µM), for the others: at the highest dose ratio change, negative = inhibition, hits mostly inhibitors; active = well fitted inhibition curve with a large enough effect in the signal ratio, with a control signal flat, not every such curve was filed as active; inconclusive = small, poorly fitted or top-dose-only effect, or effect the other way, or a change in a side signal; the % refers to the signal ratio; also: potency is read from the fitted curve at half-maximal effect; % is scaled to controls: 0 for no effect and ±100 for the full control effect
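S3 HeLa cells stably expressing lamin A-EGFP splicing minigene plus DsRed2, 600 cells/well, 48 h compound exposure at 37C. Laser-scanning cytometry; analysed as GFP (500-530 nm)/RFP (575-640 nm) total intensity ratio; 0.5% DMSO vehicle.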
The depositor's hits bear a star; ? = inconclusive; / = no result given; [ ] = remark or other dose. Unless noted, calls follow the shape of the dose curve; as a rule, active = well fitted curve in the direction sought with a large enough effect; inconclusive = small, poorly fitted or top-dose-only effect, or another doubt; inactive = no such curve, though single readings can be large; an effect the other way counts as inactive or inconclusive. Not all compounds are listed; rates above refer to the full screens.

Values run as follows: IMPase Li inh	Epigenetic derep	CBFb-RUNX1 inh	KinaseGlo FLuc	GLA spleen mod	NPSR antagonist	Lamin A splicing
> COC(CNC(=O)c1ccc2c(c1)ncn2-c1ccc(F)c(F)c1)OC
    1%	-0.1%	0%	-1%	6%	18%	/
> COc1ccc2c(c1)c(=O)c(C(=O)c1ccccc1)cn2Cc1ccc(C)cc1
    7%	3.0%	0%[2.36 µM]	3%	-6%	-52%	?
> O=C(C1=C[C@@H](c2ccc(Br)cc2)C[C@@H](OCCCCO)O1)N1CCN(Cc2ccccc2)CC1
    -6%	1.5%	-1%	/	17%	46%	/
> N#C/C(=C\c1ccc(O)cc1)C(=O)N1CCCC1
    /	0.0%	15%	/	13%	-8%	/
> O=C(COC(=O)C12CC3CC(CC(C3)C1)C2)Nc1nc2c(F)c(F)c(F)cc2s1
    10%	0.0%	8%	-3%	-10%	-44%	?
> Cn1c(SCC(=O)Nc2cccc(F)c2)nc2c([nH]c3ccccc32)c1=O
    13%	3.9%	6%	1%	9%	-40%	-1%[46 µM]
> C/C(=C\c1ccccc1)CN1CCN(c2ccccc2)CC1
    16%	-0.8%	-3%	-1%	-5%	-11%[46.1 µM]	-18%
> O=C(NCc1ccc2c(c1)OCO2)c1cccnc1
    4%[38.3 µM]	0.0%	5%	1%	4%	-1%[46.1 µM]	8%
> COc1ccc(NC(=O)c2nc[nH]c2C(=O)N2CCC(C)CC2)cc1
    /	2.5%	10%	/	-3%	7%	/
> COc1ccc([N+](=O)[O-])cc1NC(=O)CC1SC(=Nc2cccc(C)c2C)N(/N=C/c2cccc(OC)c2OC)C1=O (stereo not given)
    -12%	-1.2%	-4%	-2%	9%	-17%	-13%[46 µM]
> O=C1c2ccccc2C(=O)C12OC2c1ccc(Cl)cc1 (stereo not given)
    7%	?	9%	3%	0%	?	?
> CCOC(=O)/C(=N\Nc1cc(Cl)ccc1Cl)N1CCN(CC)CC1
    5%	0.0%	-6%	0%	-8%	3%[46.1 µM]	?
> CCn1c(-c2csc3c2CCCC3)n[nH]c1=S
    -6%	-2.0%	-2%	-4%	7%	14%	-17%
> O=C(N/N=C/c1ccco1)c1cccc(S(=O)(=O)Nc2ccccc2Cl)c1
    -6%	0.0%	-19%	-1%	-1%	-4%	-9%
> COc1ccc(OC)c(S(=O)(=O)N2CCC(C(=O)N3CCOCC3)CC2)c1
    6%	-1.1%	0%	1%	-4%	-3%	?
> C/C(=N\Nc1cccc(Cl)c1)C1(C)N(O)C(C)(C)C(c2ccco2)=[N+]1[O-] (stereo not given)
    /	0.1%	-1%	/	2%	4%	/
> CCCCC1=CC2=C(c3ccco3)C(=O)C(C)(OC(=O)c3ccc(OC)cc3)C(=O)C2=CN1C1CC1 (stereo not given)
    -3%	-1.1%	?	-3%[7.66 µM]	8%[17.5 µM]	-30%	?
> O=C(c1ccccc1)c1ccc(OCC(O)CN2CCN(Cc3ccccc3)CC2)cc1 (stereo not given)
    29%[38.3 µM]	-2.3%	3%	-1%	5%	-3%[46.1 µM]	-11%
> COCCCNC(=O)Cn1nc(-c2ccc(C)cc2)ccc1=O
    -9%[38.3 µM]	-1.1%	0%	0%	-6%	6%[46.1 µM]	13%
> CCNc1nc(NCC)nc(N/N=C/c2ccc(OC)cc2)n1
    /	6.5%	-11%	/	2%	-4%	/
> CC1CC(C)CN(C(=O)c2ccc(N3CC4CC(C3)c3cccc(=O)n3C4)c([N+](=O)[O-])c2)C1 (stereo not given)
    -1%	-1.0%	-2%	-2%	-6%	4%	-8%
> O=C(CSc1nc2ccc(Cl)cc2[nH]1)NCCc1ccc(Cl)cc1
    2%	-0.4%	2%	0%	-1%	-16%	?
> Cc1c(C(=O)Nc2ccc(F)cc2)nnn1-c1cccc(C(F)(F)F)c1
    7%	-3.1%	-2%	0%	0%	-40%	/
> CC(=O)Nc1ccc2nc(NC(=O)CCc3ccccc3)sc2c1
    -14%	2.4%	15%	0%	0%	-14%	/
> CS(=O)(=O)c1ccc(C(=O)Nc2ccccc2N2CCOCC2)c(Cl)c1
    -1%	3.9%	3%	4%	1%	-2%	6%[46 µM]
> COC(=O)C(C(=O)Nc1ccccc1C)C1CCCCCC1 (stereo not given)
    9%	-0.7%	24%	0%	1%	-6%	/
> Cc1ccccc1CSc1ccc2nnc(-c3ccccn3)n2n1
    0%	5.9%	?	0%	0%	-19%	17%[46 µM]
> Cc1csc(SC(C)C(=O)Nc2ccc(Cl)cn2)n1 (stereo not given)
    6%[38.3 µM]	-1.0%	4%	-1%	6%	-5%[46.1 µM]	1%
> O=C1C2C3C=CC(C3)C2C(=O)N1CNc1ccc(O)cc1 (stereo not given)
    15%[38.3 µM]	0.0%	?	-1%	-2%	-19%[46.1 µM]	18%
> Cn1c(Cn2nnc3ccccc32)nnc1SCC(=O)c1ccccc1F
    24%[38.3 µM]	?	1%	-3%	2%	-6%[46.1 µM]	0%

Laid out differently: entries from further up.
structure	IMPase Li inh	Epigenetic derep	CBFb-RUNX1 inh	KinaseGlo FLuc	GLA spleen mod	NPSR antagonist	Lamin A splicing
COC(=O)C(C(=O)Nc1ccccc1C)C1CCCCCC1 (stereo not given)	9%	-0.7%	24%	0%	1%	-6%	/
Cc1ccccc1CSc1ccc2nnc(-c3ccccn3)n2n1	0%	5.9%	?	0%	0%	-19%	17%[46 µM]

Ordered by number of heavy atoms (lowest first): 3 of the compounds above
Values run as follows: IMPase Li inh	Epigenetic derep	CBFb-RUNX1 inh	KinaseGlo FLuc	GLA spleen mod	NPSR antagonist	Lamin A splicing
> Cc1ccccc1CSc1ccc2nnc(-c3ccccn3)n2n1
    0%	5.9%	?	0%	0%	-19%	17%[46 µM]
> C/C(=N\Nc1cccc(Cl)c1)C1(C)N(O)C(C)(C)C(c2ccco2)=[N+]1[O-] (stereo not given)
    /	0.1%	-1%	/	2%	4%	/
> COc1ccc([N+](=O)[O-])cc1NC(=O)CC1SC(=Nc2cccc(C)c2C)N(/N=C/c2cccc(OC)c2OC)C1=O (stereo not given)
    -12%	-1.2%	-4%	-2%	9%	-17%	-13%[46 µM]

(list continues)
Values run as follows: IMPase Li inh	Epigenetic derep	CBFb-RUNX1 inh	KinaseGlo FLuc	GLA spleen mod	NPSR antagonist	Lamin A splicing
> Cc1nn(CCO)c(N)c1C1(O)C(=O)Nc2c(Cl)cc(Cl)cc21 (stereo not given)
    -4%	-1.1%	7%	-1%	1%	6%	9%[9.22 µM]
> c1cnc(N2CCN(c3ncnc4c3oc3ccccc34)CC2)nc1
    /	-6.6%	8%	/	0%	-8%[46.1 µM]	?
> O=C(CSCc1ccc(Cl)cc1)N1CCCCC1
    36%[activator][38.3 µM]	1.8%	-4%	-4%	10%	7%[46.1 µM]	1%
> Cc1sc2nc(CSc3n[nH]c(N)n3)[nH]c(=O)c2c1C
    -4%	-1.4%	-2%	3%	3%	9%	-6%[46 µM]
> Cn1cc(NC(=O)c2cc(NC(=O)c3cc(NC=O)cn3C)cn2C)cc1C(=O)NCCC(=N)N
    /	1.1%	16%	/	-11%	-18%	/
> O=C(CCS(=O)(=O)c1ccccc1)Nc1nc2c(s1)CCCC2
    -2%[38.3 µM]	11%	-10%	-1%	4%	8%[46.1 µM]	?
> O=C(Cn1cnc2c(nnn2Cc2ccc(F)cc2)c1=O)NCC1CCCO1 (stereo not given)
    -7%	-1.0%	-1%	1%	-4%	15%[46.1 µM]	-2%
> O=C(CSc1nc2ncccc2[nH]1)c1ccc(F)cc1
    5%[38.3 µM]	-2.0%	-4%	-1%	3%	0%[46.1 µM]	-2%
> CN(C)C(CN1C(=O)C2CC=CCC2C1=O)c1cn(C)c2ccccc12 (stereo not given)
    4%[38.3 µM]	-4.1%	-10%	7%	4%	18%[46.1 µM]	0%
> O=C(c1cccc(Cl)c1)N(Cc1cccs1)C1CCS(=O)(=O)C1 (stereo not given)
    17%[38.3 µM]	0.0%	-1%	-3%	-3%	13%[46.1 µM]	9%
> Cc1nonc1N1CCN(Cc2cn[nH]c2-c2ccc3c(c2)OCO3)CC1
    11%	0.3%	9%	2%	4%	7%	/
> O=[N+]([O-])c1ccc(-c2ccc(/C=N/O)o2)cc1
    /	0.1%	-13%	/	0%	-4%	/
> CC(C)c1ccc(NC(=O)c2sccc2-n2cccc2)cc1
    10%	0.0%	-8%	/	1%	-50%	/
> Nc1ccccc1SCC(=O)Nc1nccs1
    3%	1.5%	0%	4%	8%	-12%	/
> CCc1nc2c(c(=O)c3ccccc3n2C)c(=O)n1C1CCCCCC1
    11%	2.0%	-3%	0%	8%	-20%	-11%
> O=C(NCCc1cn2ccsc2n1)c1cccs1
    34%[38.3 µM]	-1.0%	-6%	-20%	6%	-10%[46.1 µM]	-7%
> COc1ccc(-c2cc(C(=O)N3CCN(Cc4ccccc4)CC3)no2)cc1OC
    22%[38.3 µM]	-2.1%	-6%	0%	-2%	-17%[46.1 µM]	-12%
> COc1ccc(NC(=O)N2CCN(C(=O)Nc3ccc(OC)cc3)CC2)cc1
    /	1.1%	11%	/	11%	-16%	2%[46 µM]
> COc1c(Cl)cc(Cl)cc1C(=O)Nc1ccc(CN2CCCCC2)cc1
    -6%	1.1%	3%	-3%	3%	2%	/
> COc1ccc(C(=O)COC(=O)CSCc2c(C)noc2C)cc1OC
    -10%[38.3 µM]	2.4%	-4%	-8%	-14%	-13%[46.1 µM]	6%
> COc1ccc(-c2nnc(SCc3c(C)noc3C)o2)cc1
    -6%	2.2%	2%	-2%	6%	-5%	/
> CCOC(=O)CCCCC(=O)NC(CO)C(=O)NC (stereo not given)
    4%[38.3 µM]	0.0%	1%	-2%	20%	13%[46.1 µM]	-3%
> O=Cc1cnc(N2CCCCC2)s1
    5%	-1.9%	2%	-1%	-9%	7%	16%[46 µM]
> CC(=O)CCc1c(C)nc2ccc(C(=O)O)cc2c1Cl
    -5%	0.0%	-6%	11%	-3%	1%	-6%

Source: PubChem (National Center for Advancing Translational Sciences (NCATS))
